TAAR1 antagonist – human TAAR1 antagonism. AID 624466. CHO RD-HGA16 TAAR1, Fluo-8 calcium fluorescence, antagonist. 360,000 compounds, 1.5% hits. Q96RJ0. inhibition, % at 3 µM;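 active = inhibition above a per-plate cutoff, the mean inhibition of test compounds on that plate plus 3 SD, cut at about 49% in these data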;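 also: 0% = DMSO plus EC80 beta-PEA response and 100% = DMSO alone without agonist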
Target sequence (Q96RJ0 whole entry, looked up): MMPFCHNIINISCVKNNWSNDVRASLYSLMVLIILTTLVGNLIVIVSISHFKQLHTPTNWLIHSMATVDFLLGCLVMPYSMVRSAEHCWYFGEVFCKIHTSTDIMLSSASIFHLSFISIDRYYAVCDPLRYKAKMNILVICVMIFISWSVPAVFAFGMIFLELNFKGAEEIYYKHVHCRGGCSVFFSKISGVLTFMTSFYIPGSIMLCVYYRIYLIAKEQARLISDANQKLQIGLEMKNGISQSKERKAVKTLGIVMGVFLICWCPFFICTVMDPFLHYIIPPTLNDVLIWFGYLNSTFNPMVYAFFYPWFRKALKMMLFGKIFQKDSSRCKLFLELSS
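System: CHO RD-HGA16 cells bearing hTAAR1. Reagent: EC80 β-phenethylamine stimulus. Schedule: seeding 17-24 h prior, 75-min 37 °C, 30-min RT dye loading. Signal: Fluo-8 intracellular calcium dye fluorescence, real-time kinetic reads. Read-out: % inhibition from peak post-agonist over basal fluorescence ratio. Benchmarks: vehicle wells and EC80 agonist wells. Replicates: n of 1.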
M1 antag – blocks human M1 muscarinic receptor; P11229; CHO-K1 hM1, Fluo-8 calcium fluorescence, ACh EC80 antagonist; inhibition, % at 3 µM; 360,000 compounds, 1.3% hits; AID 588852;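 active = percent inhibition above its own plate's cutoff, namely the mean of that plate's compound wells plus 3 SD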;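 also: peak over basal fluorescence ratio during 140 s after agonist addition; 0% = ACh EC80 plus DMSO and 100% = DMSO alone without agonist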
OXTR agonist – activates the human oxytocin receptor | AID 2435 | CHO-OTR cells, Fluo-8 calcium fluorescence; normalized: DMSO 0%, oxytocin 100% | P30559 | activation, % at 3 µM | 320,000 compounds, 0.32% hits;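 active = activation above the mean of all tested compounds plus 3 SD, cutoff set per screening run, cut at about 20% in these data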;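 also: peak over basal fluorescence ratio from a 100 s FLIPR kinetic read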
Target sequence (P30559 whole entry, looked up): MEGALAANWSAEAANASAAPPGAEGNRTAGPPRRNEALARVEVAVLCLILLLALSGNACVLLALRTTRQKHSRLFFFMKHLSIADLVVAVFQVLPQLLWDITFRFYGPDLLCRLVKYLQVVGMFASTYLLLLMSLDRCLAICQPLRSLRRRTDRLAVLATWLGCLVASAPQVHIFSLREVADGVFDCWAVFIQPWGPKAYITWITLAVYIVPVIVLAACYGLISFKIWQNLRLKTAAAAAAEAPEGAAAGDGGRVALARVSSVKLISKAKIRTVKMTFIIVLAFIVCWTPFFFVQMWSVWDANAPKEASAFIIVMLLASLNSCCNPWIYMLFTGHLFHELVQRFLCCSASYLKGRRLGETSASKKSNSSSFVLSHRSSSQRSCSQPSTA
TAAR1 agonist – agonists of human TAAR1; activation, % at 3 µM; CHO RD-HGA16 TAAR1, Fluo-8 calcium fluorescence; vehicle wells 0%, saturating PEA agonist 100%; 360,000 compounds, 0.99% hits;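 active = activation above the mean activation of all test compounds in the run plus 3 SD, cut at about 38% in these data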
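Test system: RD-HGA16 (CHO) cells co-expressing Gα16 and hTAAR1 | Doses: Single dose, 3 µM | Schedule: 17-24 h seeding, 75 min 37 °C dye, 30 min RT | Evaluation: % activation from peak over basal fluorescence ratio, DMSO-to-PEA scaled | Technique: Kinetic Fluo-8 calcium fluorescence | Benchmarks: Low control DMSO, high control PEA (EC100)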
M1 ag – activates human CHRM1 receptor. P11229. 360,000 compounds, 0.33% hits. AID 588814. activation, % at 3 µM. CHO-K1 hM1, Fluo-8 calcium fluorescence, agonist mode; 0% DMSO, 100% acetylcholine EC100;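 active = activation above the run's mean compound activation plus 3 SD, cut at about 16% in these data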;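 also: peak over basal fluorescence ratio within a 140 s kinetic read after compound addition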
OXTR potentiate – human OXTR potentiation. P30559. CHO-OTR cells, Fluo-8 calcium fluorescence, potentiator mode; 0% = oxytocin EC15, 100% = EC100. activation, % at 3 µM. 320,000 compounds, 0.061% hits. AID 2445;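 active = activation above that plate's cutoff, the mean activation of tested compounds plus 3 SD, cut at about 6.6% in these data, passing the limit was not always enough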;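 also: 100% uses oxytocin at 75 nM as the full agonist control; some results filed as inactive read as strong as hits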
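Replication – single well per compound, singlicate · Assay system – CHO cell line stably expressing human OTR · Timing – 6 min pre-incubation, 100 s read · Measure – normalized max/min fluorescence ratio, % activation · Doses – 3.0 µM, one dose · Detection – Fluo-8 calcium dye fluorescence · Probe or stimulus – oxytocin near EC15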
V1aR counter – V1a receptor agonism, counter-screen for OXTR agonists. P37288. CHO-V1R cells, Fluo-8 calcium fluorescence, agonist mode; 0% DMSO, 100% 3 nM vasopressin. activation, % at 3 µM. 320,000 compounds, 0.25% hits;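 active = activation above the mean activation of all tested compounds plus 3 SD, per screening run, cut at about 20% in these data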;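 also: signal is peak over basal fluorescence ratio across a 100 second FLIPR read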
CHO parental Ca – signal in parental CHO cells, OX1R antagonist counter-screen; parental CHO-K1, ATP-induced calcium, Fluo-8 fluorescence; inhibition, % at 5.6 µM; 330,000 compounds, 0.63% hits; AID 463079;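 active = inhibition above that plate's mean sample inhibition plus 3 SD, cut at about 26% in these data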;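 also: 0% = ATP-challenged DMSO wells and 100% = DMSO wells without ATP; some compounds past the cut are filed as inactive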
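Material – parental CHO cells · Reagent – ATP stimulus · Compound – single nominal dose of 5.6 µM per compound · Detection – Fluo-8 fluorescence · Read-out basis – percent inhibition of calcium signal · Controls – ATP-challenged DMSO wells low, unchallenged DMSO wells high · Repeats – no replicates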
M1 PAM – human CHRM1 positive allosteric modulation | P11229 | CHO-K1 hM1, Fluo-8 calcium fluorescence, ACh EC20; 0% = ACh EC20, 100% = maximal ACh | activation, % at 3 µM | 360,000 compounds, 0.088% hits | AID 588819; in the data active = activation above about 19%, passing the limit was not always enough
An asterisk follows results filed as active; . = no result given.

SMILES | TAAR1 antagonist | M1 antag | OXTR agonist | TAAR1 agonist | M1 ag | OXTR potentiate | V1aR counter | CHO parental Ca | M1 PAM
COc1ccc(NC(=O)N2CCN(c3nc(-c4cccc(OC)c4)cs3)CC2)cc1 | 64* | 18 | 1.6 | 10 | -5 | -6 | 3.4 | 3 | -8
Clc1cccc(Nc2nc(N3CCOCC3)nc(N3CCOCC3)n2)c1 | -29 | -1 | -2.4 | -2 | -1 | -6 | -0.7 | -4 | -4
COc1cccc(C(C)(O)c2nc(-c3cccs3)cs2)c1 (configuration not stated) | 5 | 0 | . | 0 | -1 | . | . | . | -6
CSc1ccccc1C(=O)N1CCC2(CC1)CC(=O)c1ccccc1O2 | 17 | 2 | 1.6 | 8 | 0 | -6 | 1.7 | -12 | 1
Cc1onc(-c2ccccc2Cl)c1C(=O)Nc1ccc(CN2CCCC2)cc1 | 1 | 9 | 3.8 | 2 | -4 | 2 | -0.1 | -8 | -5
CC(C)[C@H](NC(=O)N1CC(=O)Nc2ccccc21)C(=O)N[C@@H](Cc1c[nH]c2ccccc12)C(=O)O | 2 | -3 | 0.5 | 2 | -2 | 1 | 0.2 | -5 | -3
COC(=O)Cc1ccc(NC(=O)C(c2ccccc2)c2ccccc2)cc1 | 11 | -11 | -0.6 | -1 | -7 | -3 | 1.0 | -11 | 5
COC(=O)[C@]1(Cc2ccccc2)N[C@H](c2ccc(-c3cccc(Cl)c3)c(OC)c2)[C@@H]2C(=O)N(C)C(=O)[C@@H]21 | -2 | 2 | . | 2 | 1 | . | . | . | 0
CC(C)(C)OC(=O)[C@H](CCCCN)NC(=O)c1[nH]cnc1C(=O)N[C@@H](Cc1ccccc1)C(=O)OCc1ccccc1 | . | -2 | 0.3 | . | -8 | -3 | 1.2 | -27 | 2
Cc1ccccc1Cn1ccc(NC(=O)c2onc(C)c2Cl)n1 | -9 | -11 | -1.0 | 2 | -1 | -7 | -0.1 | 3 | 4
O=S(=O)(c1ccc(-n2cnnn2)cc1)N1CCNCC1 | -5 | 16 | 0.0 | 1 | -1 | 0 | -0.4 | 9 | -7
CC1(C)OC(=O)C(=CNn2cnc3ccccc3c2=O)C(=O)O1 | -4 | -4 | 0.7 | 4 | -2 | 2 | 0.4 | -3 | 7

Overlap with the part before: 5 entries, followed by the next part.
SMILES | TAAR1 antagonist | M1 antag | OXTR agonist | TAAR1 agonist | M1 ag | OXTR potentiate | V1aR counter | CHO parental Ca | M1 PAM
COC(=O)[C@]1(Cc2ccccc2)N[C@H](c2ccc(-c3cccc(Cl)c3)c(OC)c2)[C@@H]2C(=O)N(C)C(=O)[C@@H]21 | -2 | 2 | . | 2 | 1 | . | . | . | 0
CC(C)(C)OC(=O)[C@H](CCCCN)NC(=O)c1[nH]cnc1C(=O)N[C@@H](Cc1ccccc1)C(=O)OCc1ccccc1 | . | -2 | 0.3 | . | -8 | -3 | 1.2 | -27 | 2
Cc1ccccc1Cn1ccc(NC(=O)c2onc(C)c2Cl)n1 | -9 | -11 | -1.0 | 2 | -1 | -7 | -0.1 | 3 | 4
O=S(=O)(c1ccc(-n2cnnn2)cc1)N1CCNCC1 | -5 | 16 | 0.0 | 1 | -1 | 0 | -0.4 | 9 | -7
CC1(C)OC(=O)C(=CNn2cnc3ccccc3c2=O)C(=O)O1 | -4 | -4 | 0.7 | 4 | -2 | 2 | 0.4 | -3 | 7
CSc1ccc(CNc2cccc3ccccc23)cc1 | -14 | -25 | -1.1 | -1 | -4 | -6 | -1.0 | -11 | -1
Cc1ccc(N(CC(=O)Nc2cccc(C)c2)S(=O)(=O)c2cccc3nonc23)cc1 | 5 | -21 | -1.8 | 6 | -6 | -18 | 2.6 | -16 | 3
COc1ccc(C(=O)NC(=S)N(C)C2CCCCC2)cc1Br | -38 | -13 | -1.1 | -1 | -5 | -10 | 0.1 | -21 | 10
O=[N+]([O-])c1cc(-n2cnnn2)ccc1N1CCC(Cc2ccccc2)CC1 | 20 | 8 | 1.1 | 3 | 0 | -8 | 1.7 | -3 | 3
Cc1ccc(-n2c(N)c(-c3nc4ccccc4n3C)sc2=S)cc1 | 15 | 0 | -0.3 | 0 | -3 | 1 | 0.1 | -15 | 0
CN(CCc1ccccn1)C(=O)Nc1ccc(Cl)cc1 | 10 | 5 | 0.2 | 10 | -3 | -8 | -0.9 | -2 | 1
CCn1nnnc1SCC(=O)NCc1ccco1 | -22 | -9 | -0.3 | 3 | -1 | -16 | 1.0 | -11 | 6
Cc1ccc(S(=O)(=O)Cc2ccc(C(=O)NCCc3ccccc3)o2)cc1 | -12 | -2 | -1.9 | 3 | -3 | 2 | 1.2 | -17 | 0
O=C(O)c1ccc(-c2noc(-c3ccccc3Cl)n2)cc1 | -3 | -4 | 3.6 | 30 | 0 | 4 | 1.9 | -5 | 10
CN(C)CCNC(=O)c1ccc(-c2nn(C)c(=O)c3ccccc23)cc1 | 2 | -4 | 1.1 | 3 | -6 | -4 | 0.7 | -2 | 5
COc1cc([N+](=O)[O-])cc2sc(NC(=O)c3c(F)cccc3F)nc12 | 9 | -16 | 1.1 | 3 | 1 | -8 | 0.5 | -15 | 15
CCOC(=O)C1CCN(C(=O)Nc2ccc3snnc3c2)CC1 | 9 | -6 | 3.8 | 7 | -4 | -8 | 2.4 | -5 | 2
CCN1C(=O)[C@H]2[C@@H](c3ccc(-c4ccc(F)cc4)c(OC)c3)N3CCC[C@@]3(C(=O)OC)[C@H]2C1=O | -1 | -5 | 1.6 | 4 | -2 | -4 | 1.0 | -8 | 0
O=C(CCCn1cncn1)N1CCCC(N2CCN(c3ccc(F)cc3)CC2)C1 (configuration not stated) | -10 | -5 | 0.0 | 0 | -6 | -6 | -0.5 | 10 | 4
O=c1cc(-c2cccc(Cl)c2)oc2cccc(O)c12 | -5 | -20 | -0.4 | 3 | -1 | -3 | 0.0 | -8 | 13
